# G9a inh – blocks human histone lysine methyltransferase G9a; Q96KQ7; G9a H3K9 monomethylation, AlphaScreen, 2 h; Potency, µM (series often up to 102 µM), for inactives: top-dose activity, negative = inhibition, most hits filed as inhibitors; hit rate 8.8% among 350,000; AID 504332; further: on the % scale 0 is the no-effect control and ±100 the full control effect; nearly all actives have a fitted effect of over 75% in size
#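 G9a (20 nM) was preincubated 15 min with compound, then reacted 2 h at room temperature with 500 nM biotin-H3K9 peptide and 20 µM SAM. Monomethyl-H3K9 detected by AlphaScreen using anti-H3K9me1 antibody.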
# Pol iota inh – inhibitors of human DNA polymerase iota; Potency, µM (titrated, usually from 115 µM), inactives show at the top dose activity, negative = inhibition, actives largely listed as inhibitors; Pol iota fluorescent replication assay, 10 min; Q9UNA4; AID 588590; hit rate 1% among 390,000
#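 Fluorescent replication assay read twice, at 0 min and 10 min after adding 50 nM (final) substrate. Enzyme (10 nM) and compounds were first incubated 15 min at room temperature; enzyme-free buffer wells were negative controls.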
# POLB inh – inhibitors of human DNA polymerase beta. P06746. Pol beta primer extension/strand displacement, fluorescence kinetic. Potency, µM (highest dose often 114 µM), inactives show at the highest dose activity change, negative = inhibition, usual class: inhibitors. hit rate 1.3% among 340,000; further: on the % scale 0 is the no-effect control and ±100 the full control effect
#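 Human Pol beta at 10 nM; strand-displacement substrate 50 nM final. Compound exposure 15 min at room temperature before start, reaction 10 min at room temperature.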
# Pol kappa inh – inhibitors of human DNA polymerase kappa | Q9UBT6 | purified Pol kappa, fluorescent DNA synthesis assay, 10 min | Potency, µM (doses to about 107 µM), without a hit: at the highest dose activity, negative = inhibition, actives largely listed as inhibitors | hit rate 0.53% among 400,000; further: on the % scale 0 is the no-effect control and ±100 the full control effect
#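 Kinetic fluorescence readout at 0 and 10 min followed reaction start with substrate at 50 nM final. Beforehand, enzyme (10 nM Pol kappa) stood 15 min with compound at room temperature; buffer-only wells were negative controls.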
# BLM inh – blocks DNA unwinding by human BLM helicase; recombinant BLM DNA unwinding, fluorescence dequenching; P54132; hit rate 0.2% among 350,000; Potency, µM (highest dose often 56.1 µM), for the others: top-dose activity change, negative = inhibition, usual class: inhibitors;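 further: plate controls were vehicle for no effect and no enzyme for full effect; nearly all actives have a fitted effect of over 35% in size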
# Target sequence (P54132 whole entry, looked up): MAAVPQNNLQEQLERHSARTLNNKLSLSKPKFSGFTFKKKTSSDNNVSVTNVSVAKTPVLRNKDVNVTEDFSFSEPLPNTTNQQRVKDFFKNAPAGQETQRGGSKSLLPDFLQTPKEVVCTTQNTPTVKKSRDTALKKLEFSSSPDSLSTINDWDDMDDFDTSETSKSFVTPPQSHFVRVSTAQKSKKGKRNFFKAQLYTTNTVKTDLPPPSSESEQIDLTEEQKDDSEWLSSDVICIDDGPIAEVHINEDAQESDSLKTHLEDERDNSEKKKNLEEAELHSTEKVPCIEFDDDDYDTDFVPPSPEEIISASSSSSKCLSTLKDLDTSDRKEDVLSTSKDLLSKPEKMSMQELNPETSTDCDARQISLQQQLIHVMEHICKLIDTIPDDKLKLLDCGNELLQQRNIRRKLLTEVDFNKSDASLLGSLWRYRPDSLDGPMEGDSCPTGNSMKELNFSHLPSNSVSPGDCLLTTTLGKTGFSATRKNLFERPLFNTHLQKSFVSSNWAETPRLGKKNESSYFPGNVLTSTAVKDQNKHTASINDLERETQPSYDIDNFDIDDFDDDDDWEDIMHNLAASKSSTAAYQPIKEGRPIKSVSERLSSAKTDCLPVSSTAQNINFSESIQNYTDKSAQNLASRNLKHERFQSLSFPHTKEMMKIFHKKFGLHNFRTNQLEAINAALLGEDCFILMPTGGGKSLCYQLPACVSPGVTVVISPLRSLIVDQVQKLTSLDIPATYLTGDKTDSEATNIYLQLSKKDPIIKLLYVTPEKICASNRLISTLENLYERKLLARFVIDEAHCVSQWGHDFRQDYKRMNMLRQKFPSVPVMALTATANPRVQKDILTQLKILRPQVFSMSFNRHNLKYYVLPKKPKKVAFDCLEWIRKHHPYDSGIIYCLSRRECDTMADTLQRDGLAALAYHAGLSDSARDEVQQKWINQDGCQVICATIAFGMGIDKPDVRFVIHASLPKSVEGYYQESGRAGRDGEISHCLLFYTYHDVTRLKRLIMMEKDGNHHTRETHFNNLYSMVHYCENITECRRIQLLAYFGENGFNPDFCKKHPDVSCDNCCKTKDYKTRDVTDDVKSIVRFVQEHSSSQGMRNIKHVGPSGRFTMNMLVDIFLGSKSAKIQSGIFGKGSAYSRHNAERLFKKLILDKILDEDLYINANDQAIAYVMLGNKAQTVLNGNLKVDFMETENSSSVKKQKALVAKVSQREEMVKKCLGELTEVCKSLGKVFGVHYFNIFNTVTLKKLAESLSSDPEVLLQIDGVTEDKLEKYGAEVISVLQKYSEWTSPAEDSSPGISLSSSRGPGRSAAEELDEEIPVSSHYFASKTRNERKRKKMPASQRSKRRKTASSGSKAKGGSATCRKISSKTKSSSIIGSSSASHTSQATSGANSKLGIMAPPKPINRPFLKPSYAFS
# BAZ2B block – inhibitors of human BAZ2B bromodomain. Q9UIF8. AlphaScreen BAZ2B-H3K14Ac peptide displacement. Potency, µM (top dose mostly 114 µM), inactives show at the top dose activity change, negative = inhibition, most hits filed as inhibitors. hit rate 4.4% among 360,000; further: on the % scale 0 is the no-effect control and ±100 the full control effect; nearly all actives have a fitted effect of over 60% in size
#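 Compounds, titrated to a top concentration of 110 uM, were incubated 30 min at room temperature with preformed BAZ2B/acetyl-K14 H3 peptide complex (50 nM each). Proximity signal was measured by AlphaScreen after 20 min with beads.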
# Anesthetic bind – candidate novel general anesthetic via apoferritin binding. Potency, µM (series often up to 77.5 µM), for the others: at the highest dose activity change, negative = displacement, most hits filed as inhibitors. apoferritin/1-aminoanthracene competitive binding, fluorescence. hit rate 0.074% among 350,000. P02791; further: on the % scale 0 is the no-effect control and ±100 the full control effect; nearly all actives have a fitted effect of over 20% in size
#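 10 uM apoferritin + 50% sat. 1-AMA, PBS; cpd 10 min RT; Ex380/Em535 endpoint; normalized to free probe vs complex; 4-param Hill fit; propofol titration as pos. ctrl.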
# APEX1 inh – inhibitors of human APE1 endonuclease. P27695. recombinant APE1, TAMRA/BHQ-2 abasic DNA cleavage fluorescence. hit rate 0.35% among 350,000. Potency, µM (top dose mostly 65.8 µM), for inactives: at the top dose activity change, negative = inhibition, hits mostly inhibitors;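 further: plate controls were vehicle for no effect and reference inhibitor for full effect; nearly all actives have a fitted effect of over 55% in size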
#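 Compound pre-exposure to 0.75 nM APE1, 15 min at ambient temperature. Reaction initiated with 50 nM TAMRA/BHQ-2 THF substrate, read immediately in kinetic mode, 525 nm excitation, 598 nm emission.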
# Pol eta inh – inhibitors of human DNA polymerase eta; Potency, µM (highest dose often 114 µM), without a hit: at the top dose activity change, negative = inhibition, actives largely listed as inhibitors; hit rate 1.2% among 390,000; Q9Y253; recombinant Pol eta, fluorescent DNA replication assay; further: on the % scale 0 is the no-effect control and ±100 the full control effect
#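 Pol eta (10 nM) was preincubated with compounds for 15 min at room temperature, after which fluorescent replication substrate (50 nM final) was added to start the reaction. Fluorescence was read kinetically at 0 and 10 min.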
# * hit, by the source's call; ? = inconclusive; nt = no result given; & = joins results of further samples; [ ] = remark or other dose. The call rests on the fitted dose curve; in most records, active means well fitted curve in the direction sought with a large enough effect; inconclusive means small, poorly fitted or top-dose-only effect, or another doubt; inactive means no such curve, though single readings can be large; an effect the other way counts as inactive or inconclusive. Potency means the concentration at half of the fitted maximal effect. This is a subset. The share of hits here may be higher or lower than overall.
item	compound	G9a inh	Pol iota inh	POLB inh	Pol kappa inh	BLM inh
1	O=C(CCNC(=O)c1ccc(Br)cc1)NNC(=O)c1ccccc1	nt	38%[activator]	nt	-8%	nt
2	Cc1c(NC(=S)NC(=O)c2ccc(Br)o2)c(=O)n(-c2ccccc2)n1C	-36%	-12%	10%	-4%	-2%
3	Cc1ccc(NC(=O)C(C)c2cccc(C(=O)c3ccccc3)c2)cc1 (configuration not stated)	-8%[59 µM]	-6%	-26%	-7%[60.1 µM]	-11%
4	CCCCNS(=O)(=O)CCNCCc1ccccc1	nt	23%	nt	-19%	nt
5	CN(c1ccccc1)S(=O)(=O)c1ccc(Cl)c(C(=O)NCC(c2ccco2)N2CCCC2)c1 (configuration not stated)	15%[59 µM]	12%	nt	-3%	nt
6	O=C(c1ccccc1C(F)(F)F)N1CCN(S(=O)(=O)c2ccccc2)CC1	23%[59 µM]	16%	9%	-4%	-7%
7	CCCOC(=O)CSc1nnc(-c2ccccc2Cl)o1	67%[activator]	4%	1%	-10%	-1%
8	CSCCC(NS(=O)(=O)c1ccccc1F)C(=O)N1CC=C(c2ccccc2)CC1 (configuration not stated)	-15%	7%	?	-14%	-7%
9	c1ccc(CCc2nn3c(Cc4ccccc4)nnc3s2)cc1	?	24%	-22%	-18%	2%
10	O=c1c2ccccc2nnn1CSc1nnc(C2COc3ccccc3O2)n1-c1ccccc1 (configuration not stated)	?	-11%	3%	-7%	3%

item	BAZ2B block	Anesthetic bind	APEX1 inh	Pol eta inh
1	nt	nt	2%	-12%
2	-21%	-7%	1%	-5%
3	-22%	?	-7%	0%
4	nt	nt	-4%	-12%
5	-1%	nt	-7%	-24%
6	nt	-6%	17%	0%
7	29%	?	1%	-3%
8	?	-17%	-24%	-5%
9	-12%	-6%	6%	-5%
10	-33%	?	0%	-12%

# Another view of two compounds above.
6	O=C(c1ccccc1C(F)(F)F)N1CCN(S(=O)(=O)c2ccccc2)CC1
7	CCCOC(=O)CSc1nnc(-c2ccccc2Cl)o1

assay / entry,6,7
G9a inh,23%[59 µM],67%[activator]
Pol iota inh,16%,4%
POLB inh,9%,1%
Pol kappa inh,-4%,-10%
BLM inh,-7%,-1%
BAZ2B block,nt,29%
Anesthetic bind,-6%,?
APEX1 inh,17%,1%
Pol eta inh,0%,-3%

# Not a retest: 4 of the compounds above.
item	compound	G9a inh	Pol iota inh	POLB inh	Pol kappa inh	BLM inh
5	CN(c1ccccc1)S(=O)(=O)c1ccc(Cl)c(C(=O)NCC(c2ccco2)N2CCCC2)c1 (configuration not stated)	15%[59 µM]	12%	nt	-3%	nt
6	O=C(c1ccccc1C(F)(F)F)N1CCN(S(=O)(=O)c2ccccc2)CC1	23%[59 µM]	16%	9%	-4%	-7%
7	CCCOC(=O)CSc1nnc(-c2ccccc2Cl)o1	67%[activator]	4%	1%	-10%	-1%
8	CSCCC(NS(=O)(=O)c1ccccc1F)C(=O)N1CC=C(c2ccccc2)CC1 (configuration not stated)	-15%	7%	?	-14%	-7%

item	BAZ2B block	Anesthetic bind	APEX1 inh	Pol eta inh
5	-1%	nt	-7%	-24%
6	nt	-6%	17%	0%
7	29%	?	1%	-3%
8	?	-17%	-24%	-5%

# New compounds follow:
item	compound	G9a inh	Pol iota inh	POLB inh	Pol kappa inh	BLM inh
11	O=C(NC1CCCCCC1)c1cccc(COCC(F)(F)F)c1	19%[59 µM]	20%	18%	-1%	4%
12	CC1(C)SC(=S)N(/N=C/c2ccccc2)C1N(O)C(=O)Nc1ccc([N+](=O)[O-])cc1 (configuration not stated)	12%[12.7 µM]	-10%	1%	0%	3%
13	CC(C)c1ccc(OCC(O)CN2CCN(c3ccccc3)CC2)cc1 (configuration not stated)	?	-3%&-11%	-28%	5%&3%	-5%
14	Nc1c(-c2cccc(Cl)c2)cnc2c(-c3ccccc3)cnn12	1%[2.33 µM]	7%	14%	-16%	-2%
15	O=C(NCCc1c[nH]c2ccccc12)C(=O)NCC1CCCO1 (configuration not stated)	2%	195%[activator]	1%	-10%	3%
16	CN1CCN(c2ncc3nc(CCc4ccccc4)c(=O)n(Cc4cccs4)c3n2)CC1	-7%[12.7 µM]	nt	nt	-4%[60.1 µM]	5%
17	CCCCc1ccc(Nc2cc(C)nc(-n3nc(C)cc3C)n2)cc1	18%[59 µM]	4%	8%	-11%[60.1 µM]	-8%
18	Cc1ccccc1NC(=O)Cn1c([N+](=O)[O-])cnc1C	?	5%	5%	0%	4%
19	CCOc1[nH]n(-c2ccc(Cl)cc2)c(=O)c1C=NCC(=O)OC	11%	15%	2%	5%	-4%
20	N#Cc1cccc(-c2ccc3ncnc(N4CCNCC4)c3c2)c1	11%[0.501 µM]	nt	nt	2%[60.1 µM]	10%

item	BAZ2B block	Anesthetic bind	APEX1 inh	Pol eta inh
11	8%	-7%	-4%	-2%
12	-5%	-10%	1%	-11%
13	56µM*	-16%	-8%	-17%&-12%
14	4%	8%	-9%	-4%
15	-3%	-3%	?	-18%
16	nt	nt	-8%	nt
17	-38%	-1%	nt	-18%
18	-7%	-5%	7%	-8%
19	-14%	-11%	-2%	-12%
20	nt	nt	1%	nt

# Further structures:
item	compound	G9a inh	Pol iota inh	POLB inh	Pol kappa inh	BLM inh
21	CN1/C(=C\C(=O)Nc2ccc(Br)cc2)C(C)(C)c2ccccc21	-13%[59 µM]	-7%	1%	-8%	-11%
22	O=C(Nc1ccccc1N1CCOCC1)c1ccc(Cl)c(S(=O)(=O)N2CCCC2)c1	22%[12.7 µM]	-13%	nt	-4%	nt
23	CC(NC(=O)COC(=O)c1cc(S(=O)(=O)N2CCOCC2)ccc1F)c1ccccc1 (configuration not stated)	nt	80%[activator]	nt	-6%	nt
24	O=C(/C=C/c1ccccc1)c1ccc2c3c(cccc13)CC2	-12%	94%[activator]	1%[57.1 µM]	-19%	-7%
25	CCN(CC)S(=O)(=O)c1cccc(C(=O)N[C@@H](C)c2nc3ccccc3[nH]2)c1	4%	nt	-2%	nt	-2%
26	COc1cc(Cl)c(C)cc1NC(=O)CSc1ccc(C)cc1	167%[activator]	-2%	0%	-12%	-6%
27	CNC[C@H]1Oc2ccc(NC(=O)Cc3cn(C)c4ccccc34)cc2CC(=O)N([C@@H](C)CO)C[C@H]1C	nt	25%	nt	12%	nt
28	Cc1onc(-c2c(F)cccc2Cl)c1C(=O)Nc1cccc(S(=O)(=O)NCc2ccco2)c1	56µM*	80%[activator]	-9%	-18%	-8%
29	CCOc1ccc(C2N(c3ccc(OC)cc3)C(=O)C3CCCN32)cc1OC (configuration not stated)	14%	-5%	31%	0%	-3%
30	Cc1ccc(NS(=O)(=O)c2cccc(C(=O)NNC(=O)c3ccco3)c2)c(C)c1	5%	4%	nt	-10%	nt

item	BAZ2B block	Anesthetic bind	APEX1 inh	Pol eta inh
21	?	124%[activator]	2%	-14%
22	4%	nt	-22%	?
23	nt	nt	-5%	-4%
24	5%	-9%	-4%	-8%
25	-19%	-11%	2%	nt
26	90%[activator]	9%	-6%	-21%
27	nt	nt	2%	-19%
28	nt	-19%	-5%	-17%
29	-4%	-1%	-1%	-1%
30	22%	nt	11%	-4%

# Continued.
item	compound	G9a inh	Pol iota inh	POLB inh	Pol kappa inh	BLM inh
31	O=C(NCc1ccc(F)cc1)C(=O)NCC1OCCCN1S(=O)(=O)c1cccs1 (configuration not stated)	36%	?	8%	-9%	0%
32	COc1ccc(-c2csc(NCCn3c(C)nc4cc(C(F)(F)F)ccc43)n2)cc1	nt	20%	nt	-23%	nt
33	COc1ccc(N(C(=O)Cn2nnc3ccccc32)C(C(=O)NCc2ccccc2)c2ccc(F)cc2)cc1 (configuration not stated)	6%[59 µM]	8%	-3%	0%	-1%
34	O=C(NNC(=O)c1ccc(S(=O)(=O)N2CCCCC2)cc1)c1ccc(F)cc1	15%[59 µM]	0%	?	-8%	-3%
35	COc1ccc(CC(=O)Nc2sc3c(c2C(=O)Nc2cccc(Cl)c2)CCCCC3)cc1	-1%[59 µM]	-98%	5%	-25%	-2%
36	CC(=O)NCCc1c[nH]c2ccc(OCC(O)CNC(C)(C)C)cc12 (configuration not stated)	nt	-2%	-1%	-21%	-3%
37	CCc1nnc(NC(=O)CSc2nc(SC)ns2)s1	-9%	59%[activator]	30%[activator]	4%	-2%
38	CCOC(=O)C(=O)NNc1ccc(C)cc1	?	-5%	40%	-1%	-10%
39	CC(C)CCNC(=O)CN(C(=O)CCC(=O)Nc1nccs1)C1CCCCC1	-2%	133%[activator]	42%	0%	2%
40	COc1ccc(NC(=O)c2oc3ccccc3c2NC(=O)c2ccco2)c(OC)c1	-23%[2.33 µM]	26%	22%	-6%	-8%

item	BAZ2B block	Anesthetic bind	APEX1 inh	Pol eta inh
31	-3%	-18%	24%	-16%
32	nt	nt	-4%	-22%
33	-2%	-13%	nt	-5%
34	-5%	-6%	44%[12.4 µM]	-7%
35	-2%	5%	nt	-27%
36	-10%	2%	25%	-9%
37	-1%	-2%	20%	-18%
38	3%	-4%	-1%	-23%
39	2%	8%	-1%	-16%
40	-1%	-2%	6%	-21%

# Later entries:
item	compound	G9a inh	Pol iota inh	POLB inh	Pol kappa inh	BLM inh
41	O=S(=O)(NCc1nc2cccnc2n1Cc1ccccc1Cl)c1ccc(F)c(Cl)c1	24%[59 µM]	18%	-6%	-5%[60.1 µM]	-5%
42	O=C1OC(/C=C/c2ccc(Cl)cc2Cl)=NC/1=C\c1cccs1	-20%[59 µM]	?	33%	-19%	-10%
43	CS(=O)(=O)Nc1ccc(C2=NN(S(C)(=O)=O)C(c3ccc4c(c3)OCO4)C2)cc1 (configuration not stated)	7%[59 µM]	7%	-1%	0%	-1%
44	O=C(COC(=O)c1cc(=O)c2ccccc2o1)NC1CCCCC1	-26%	41%[activator]	1%	-2%	0%
45	Cc1nc2nncn2c(NCc2ccc(F)cc2)c1C	7%[59 µM]	29%	22%	8%	1%
46	CCN(CC(=O)Nc1ccc(NC(C)=O)cc1)C(=O)CCCN1C(=O)c2ccccc2C1=O	?	13%	nt	-5%	nt

item	BAZ2B block	Anesthetic bind	APEX1 inh	Pol eta inh
41	6%	-8%	nt	-15%
42	-32%	-7%	1%	-4%
43	-3%	-12%	-1%	-15%
44	-2%	-7%	-3%	-21%
45	-8%	2%	nt	-17%
46	-6%	nt	21%	-20%

# Assay outcomes from PubChem BioAssay.
